Nrf2 block – Nrf2 pathway inhibition | A549 ARE-Fluc reporter, luciferase luminescence, 18-24 h | Potency, µM (doses to about 46 µM), inactives show at the highest dose activity change, negative = inhibition, most hits filed as inhibitors | 360,000 compounds, 2.1% hits; note: potency is the fitted concentration of half-maximal effect; % is set by controls: 0 for no effect and ±100 for the full control effect; nearly all actives have a fitted effect of over 60% in size
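A549 ARE_Fluc cells, 5000/well, 5% FBS OPTI-MEM; compounds in dose-response, 18-24 h at 37 °C/5% CO2; CellTiter-Fluor viability read (Ex 405/Em 525), then BugLite luciferase luminescence = Nrf2 activity.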
Nrf2 ARE act – Nrf2 pathway activation; AREc32 ARE-luciferase reporter (MCF7-derived line), luminescence, 24 h; Potency, µM (highest dose often 46.1 µM), without a hit: top-dose activation, hits mostly activators; 410,000 compounds, 0.31% hits; AID 624171; note: potency is the fitted concentration of half-maximal effect; % of control where 0% means no effect; nearly all actives have a fitted effect of over 65% in size
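Cells of the AREc32 ARE-luciferase line are plated in OPTI-MEM containing 5% FBS and left overnight at 37 deg C. Compounds are pinned in, incubation continues 24 hr, and firefly luciferase signal is then measured.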
A549 viability – counter-screen for Nrf2 inhibitors: cytotoxicity in A549 cells; Potency, µM (highest dose often 46 µM), without a hit: at the highest dose activity change, negative = cytotoxicity, most hits filed as inhibitors; A549 ARE-Fluc cells, CellTiter-Fluor viability, 18-24 h; 390,000 compounds, 0.16% hits; note: potency is the fitted concentration of half-maximal effect; % is set by controls: 0 for no effect and ±100 for the full control effect
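Cytotoxicity counterscreen: CellTiter-Fluor fluorescence was measured in A549 ARE_Fluc cells after 18-24 h of compound exposure in a concentration series. The subsequent BugLite luminescent read reports ARE-luciferase activity.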
EPAC2 agonist – activates human EPAC2 exchange factor; 360,000 compounds, 0.079% hits; EPAC2 activation, biochemical qHTS; response scale: 100% = 6.5 mM cAMP response; AID 720711; Potency, µM (titrated, usually from 154 µM), without a hit: top-dose activation, hits mostly activators; Q8WZA2; note: potency is the fitted concentration of half-maximal effect; nearly all actives have a fitted effect of over 50% in size
Target sequence (Q8WZA2 whole entry, looked up): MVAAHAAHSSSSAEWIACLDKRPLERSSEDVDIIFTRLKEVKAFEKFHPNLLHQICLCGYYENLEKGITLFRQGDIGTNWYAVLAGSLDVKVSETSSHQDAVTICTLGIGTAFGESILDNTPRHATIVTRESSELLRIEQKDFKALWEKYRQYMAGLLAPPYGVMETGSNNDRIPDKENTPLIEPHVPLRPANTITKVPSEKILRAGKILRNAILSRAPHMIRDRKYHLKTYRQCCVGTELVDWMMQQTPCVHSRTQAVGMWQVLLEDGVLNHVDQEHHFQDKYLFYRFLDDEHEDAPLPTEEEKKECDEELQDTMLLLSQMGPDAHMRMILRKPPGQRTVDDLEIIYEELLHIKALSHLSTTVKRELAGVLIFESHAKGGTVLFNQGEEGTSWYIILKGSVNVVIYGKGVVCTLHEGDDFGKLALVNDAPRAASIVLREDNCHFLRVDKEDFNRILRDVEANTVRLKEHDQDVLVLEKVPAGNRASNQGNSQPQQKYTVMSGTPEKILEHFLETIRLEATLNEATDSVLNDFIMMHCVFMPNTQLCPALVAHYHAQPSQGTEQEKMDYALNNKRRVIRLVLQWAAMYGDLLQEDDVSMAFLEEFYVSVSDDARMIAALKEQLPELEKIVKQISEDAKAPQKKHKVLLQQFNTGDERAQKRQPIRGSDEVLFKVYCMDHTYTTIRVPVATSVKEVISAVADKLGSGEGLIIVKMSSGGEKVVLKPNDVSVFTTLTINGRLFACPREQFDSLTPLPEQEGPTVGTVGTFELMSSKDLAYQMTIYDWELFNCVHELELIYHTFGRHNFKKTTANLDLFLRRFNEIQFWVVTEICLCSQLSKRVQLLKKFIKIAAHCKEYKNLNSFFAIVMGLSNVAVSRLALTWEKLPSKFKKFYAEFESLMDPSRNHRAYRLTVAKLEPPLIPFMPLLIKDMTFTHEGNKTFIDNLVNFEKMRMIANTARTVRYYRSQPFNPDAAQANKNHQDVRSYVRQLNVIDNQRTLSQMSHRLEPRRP
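In this primary screen, activation is scored as increased exchange of BODIPY-GDP from Rap1B by 100 nM EPAC2, with 50 uM GDP as competitor. Signal is normalized to the 6.5 mM cAMP agonist control.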
HepG2 tox – kills HepG2 cells in TGF-b inhibitor counter-screen. HepG2 CAGA-GFP viability, ATP luminescence, 18 h. Potency, µM (top dose mostly 46.1 µM), inactives show at the top dose activity change, negative = cytotoxicity, hits mostly cytotoxic. 410,000 compounds, 0.76% hits; note: potency is the fitted concentration of half-maximal effect; some results filed as inactive show a strong effect at the top dose
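CellTiter-Glo luminescence gave cytotoxicity after 18 hours at 37 degrees C. The cells were HepG2 CAGA-GFP in 1% FBS DMEM, stimulated with 500 pg/mL TGF-beta after compound addition. %Activity was normalised to no-cell wells (complete cell-killing) and DMSO (no toxicity), and curves were fitted and classified.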
TGFb SMAD3 inh – TGF-b pathway inhibition | HepG2 CAGA-GFP TGF-b/SMAD3 reporter, GFP fluorescence, 18 h; TGF-beta stimulated, 500 pg/mL final | Potency, µM (highest dose often 46.1 µM), for inactives: at the highest dose activity, negative = inhibition, hits mostly inhibitors | 410,000 compounds, 1.2% hits | AID 588855; note: potency is the fitted concentration of half-maximal effect; % is set by controls: 0 for no effect and ±100 for the full control effect; nearly all actives have a fitted effect of over 65% in size
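GFP signal (ex488/em500-530) from TGF-beta-stimulated HEPG2 CAGA-GFP cells, 500 pg/mL final, 18 h at 37 degrees C in DMEM plus 1% FBS, normalized to unstimulated and DMSO-stimulated controls.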
ATXN2 expr inh – inhibitors of ATXN2 expression; AID 1745845; HEK-293 ATXN2-luciferase reporter, luminescence, 24 h; Potency, µM (highest dose often 57 µM), for inactives: top-dose activity change, negative = inhibition, usual class: inhibitors; 360,000 compounds, 0.72% hits; note: potency is the fitted concentration of half-maximal effect; % is set by controls: 0 for no effect and ±100 for the full control effect; nearly all actives have a fitted effect of over 55% in size
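ATXN2-luciferase reporter cells (luciferase flanked by upstream and downstream ATXN2 gene portions) were treated 24 h at 37 °C with compounds at up to 57 uM. SteadyGlo luminescence gave expression; GF-AFC fluorescence gave viability.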
IL-2 act – IL-2 activation. IL-2 activation reporter assay, cell-based qHTS; stimulated with anti-CD3/CD4/CD28 beads; in transgenic mouse T cells. activation, % (series mostly up to about 46 µM). 360,000 compounds, 0.065% hits. AID 652025; in the data active = activation above about 50%; inconclusive = mostly about 30% to 49%; note: 0% is about no effect
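EGFP and DsRed fluorescence is measured by plate cytometry in unstimulated transgenic mouse T cells exposed to compound for 60 minutes, then stimulated 18 hours at 37 degrees C with anti-CD3/anti-CD4 beads plus anti-CD28.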
ATXN viability – cell viability loss in ATXN counter-screen; 400,000 compounds, 0.49% hits; S2 cells (HEK-293 line with an ATXN2-luciferase reporter) viability, CellTiter-Fluor protease fluorescence, 24 h; Potency, µM (doses to about 56.7 µM), hits mostly cytotoxic; note: potency is the fitted concentration of half-maximal effect; nearly all actives have a fitted effect of over 40% in size
* marks the source's active call; other numbers are inactive results; i = inactive; ? = inconclusive; . = not tested or not shown; & = joins results of further samples; [ ] = remark or other dose. Unless noted, calls come from the whole dose curve; as a rule, active = well fitted curve in the direction sought with a large enough effect; inconclusive = small, poorly fitted or top-dose-only effect, or another doubt; inactive = no such curve, though single readings can be large; an effect the other way counts as inactive or inconclusive. An unsorted share of the library; overall some 4.3% were active at least once.

Molecule,Nrf2 block,Nrf2 ARE act,A549 viability,EPAC2 agonist,HepG2 tox,TGFb SMAD3 inh,ATXN2 expr inh,IL-2 act,ATXN viability
COc1cc(CN2CCCN(C)CC2)c([N+](=O)[O-])cc1OC,9%,0.1%,1%,-7%,5%,0%,-9%,-1.3,i
CNc1ccc(Oc2c(F)c(F)nc(F)c2F)cc1,11%,0.6%,0%,3%,-9%,-21%,5%,-1.7,i
COc1cc(NC(=O)c2cc3ccccc3cc2O)c(OC)cc1Cl,?,11%,?,6%,-58%,4.5µM*,.,-0.7,i
O=C(c1ccccc1)N1CCN(c2ncccn2)CC1,-9%,-0.6%,7%,-1%,-4%,9%,.,0.1,i
O=C(COC(=O)/C=C/c1ccc([N+](=O)[O-])cc1)Nc1ccc(F)cc1,6%,2.5%,-5%,0%,0%,8%,.,0.6,i
CCOC(=O)c1nn(-c2ccc(F)cc2)c(=O)cc1OCC(=O)Nc1cccc(C)c1,?,-0.6%,-8%,-4%,-4%,-1%,-6%,-3.5,i
COC(=O)N/N=C/c1cn(Cc2ccccc2Cl)c2ccccc12,-11%,0.6%,8%,10%,-20%,0%,-17%,1.3,i
CC(C(=O)O)n1nnc2ccccc21 (configuration not stated),1%,-0.9%,3%,6%,0%,?,-1%,3.9,i
O=S(=O)(NCc1ccc2c(c1)OCO2)c1cccc(F)c1,5%,0.1%,-2%,6%,-3%,-5%,-6%,-0.8,?
COc1ccc(Nc2ncnc3c2c(-c2ccccc2)cn3-c2ccc(C)c(Cl)c2)cc1OC,.,0.5%,-7%,.,2%,-1%,.,.,.
CC(C)C(=O)N1CCC1(C)C(=O)Nc1cccc(Oc2ccccc2)c1 (configuration not stated),.,2.4%,.,2%,-26%,-6%,-4%,-0.8,i
CCCc1nc2ccccc2[nH]1,10%,0.4%,2%,2%,-3%,4%,4%,0.2,?
COc1cc2cc(CN(Cc3cccs3)C(=S)Nc3ccccc3)c(=O)[nH]c2cc1OC,15%,2.1%,-13%,7%,8%,-34%,4%,-1.8,i
Cc1cc(C(=O)N2CCc3ccccc3C2)on1,0%,0.5%,-1%,9%,0%,2%,4%,0.1,i
CCC(c1nnnn1Cc1ccco1)N(Cc1cc2cc(C)cc(C)c2[nH]c1=O)CC1CCCO1 (configuration not stated),-8%,5.8%,-2%,-2%,2%,37%[activator],-2%,-0.6,i
O=S(=O)(NCCCCCNS(=O)(=O)c1c(F)cccc1F)c1ccc2c(c1)OCCO2,-4%&3%,1.0%,-7%&-6%,11%,1%,-5%,-11%,0.2,i
CCN(CC)C(=O)Cn1c(=O)n(CCCCCC(=O)NCc2ccc3c(c2)OCO3)c(=O)c2sccc21,-10%,0.0%,2%,.,-13%,-8%,.,.,.
CCc1ccc(OCC(=O)Nc2ccc(-c3nc4ccccc4o3)c(O)c2)cc1,.,4.0%,-1%,-2%,2%,?,-8%,0.5,i
O=C(c1cc2ccccc2o1)N1CCN(S(=O)(=O)c2c(F)cccc2F)CC1,?,2.7%,10%,17%,18%,19%,.,0.0,i
CN(C)S(=O)(=O)c1ccc(NC(=O)/C=C/c2ccccc2Cl)cc1,?,12%,-21%,-2%,-30%,?,-18%,-0.9,?
O=C(CC1C(=O)NCCN1Cc1cccc(F)c1)NC1CCC1 (configuration not stated),4%,0.3%,2%,2%,-30%,-7%,4%,-0.5,i
N#Cc1ccccc1OCC(=O)Nc1cc(S(=O)(=O)N2CCCCC2)ccc1N1CCOCC1,-8%,3.1%,-3%,0%,-1%,-2%,2%,-3.2,i
CC(=O)C1=C(C)Nc2ncnn2C1c1ccccc1Cl (configuration not stated),3%,-0.1%,-4%,6%,9%,2%,-12%,0.6,i
C=C(C)[C@@H]1CC=C(CO)CC1,12%,0.5%,-3%,3%,-6%,15%,3%,0.0,i
Cc1ccccc1Nc1nc(N)nc(-c2oc3ccccc3c2C)n1,6%,2.3%,-9%,1%,22%,0%,103%[activator],-6.1,i
C=CCNC(=S)N(Cc1ccccc1)Cc1ccccc1,-6%,0.2%,8%,14%,-13%,-13%,-3%,-0.2,i
CC(Sc1nnc(N)s1)C(=O)NNC(=O)c1cccc(Cl)c1 (configuration not stated),26%,-0.5%,3%,-1%,-4%,?,-3%,-0.5,i
CN1CCC(=O)N([C@H](CSc2ccc(Br)cc2)c2ccccc2)CC1,?,7.5%,-1%,24%,-6%,-2%,30%,0.1,i
COc1ccc2cc(S(=O)(=O)N3CCOCC3)ccc2c1,16%,0.3%,7%,4%,5%,-8%,50%[activator],-3.6,i
Cc1ccc(-n2nc(C)c(C(=O)Nc3cccc(C(=O)NC4CC4)c3)n2)c(C)c1,-5%,1.4%,-7%,13%,2%,-5%,?,-0.4,i
CC(=O)Nc1cccc(NC(=O)c2ccco2)c1,3%,8.8%,-4%,-3%,-20%,-4%,.,-0.2,.
CSc1ccc(CN2CCC2(C)C(=O)NCc2cccc(C(F)(F)F)c2)cc1 (configuration not stated),.,6.3%,.,6%,-36%,?,-24%,-0.4,?
Clc1ccccc1Cc1noc(CN2CCCCC2CCc2ccccn2)n1 (configuration not stated),-9%,0.4%,2%,10%,-24%,-28%,-22%,0.1,i
CCOc1ccc(S(=O)(=O)N2CCN=C2Cc2ccccc2)cc1C,2%,-0.3%,10%,0%,-17%,-10%,16%,-4.3,i
O=C(CSc1ncn[nH]1)N1N=C2/C(=C/c3ccco3)CCCC2C1c1ccco1 (configuration not stated),?,?,-1%,9%,-29%,-8%,2%,-3.1,i
CCCSc1nc(C)cc(=O)[nH]1,5%,0.3%,-9%,-9%,4%,15%,6%,-1.4,i
COC(=O)[C@@]1(Cc2ccc(F)cc2)[C@H]2c3cc(C(=O)N4CCCC4)n(Cc4ccc(C)o4)c3C[C@H]2CN1C(=O)c1ccccc1,.,0.3%,.,3%,.,.,?,-0.7,?
Nc1nnc(SCC(=O)OCC(=O)NC23CC4CC(CC(C4)C2)C3)s1,-7%,-0.6%,-11%,10%,0%,10%,-8%,0.1,i
O=C1c2ccccc2NC(c2ccc(O)cc2)N1/N=C/c1ccc(O)cc1 (configuration not stated),20%,3.6%,6%,6%,-2%,4%,32%[activator],-3.4,i
CCOc1ccc(S(=O)(=O)NCc2ccccn2)cc1NC(=O)c1ccccc1,?,-0.5%,?,0%,6%,5%,3%,-0.1,?
Cn1c(COc2ccc(C(=O)O)cc2)nc2ccccc21,2%,-0.2%,0%,-4%,-4%,-2%,.,2.0,.
Cc1cc(OCC(=O)N(C)C)c2c(-c3ccccc3)cc(=O)oc2c1,6%,0.0%,-1%,4%,0%,2%,-5%,0.3,i
CCc1ccc(Nc2ccc(C(N)=O)cc2[N+](=O)[O-])cc1,?,8.0%,-3%,-13%,-14%,-21%,.,-0.4,?
Cc1ccc(N2C(=O)CC(Sc3ccccc3C(=O)O)C2=O)c([N+](=O)[O-])c1 (configuration not stated),4%,2.1%[9.22 µM],-2%,0%,6%,3%,-2%,-1.3,i
Cc1oc(-c2ccccc2Cl)nc1CN(C)C(C)c1ccon1 (configuration not stated),-6%,-0.5%,7%,13%,-1%,12%,.,0.7,i
COc1cc2c(C(=O)NCc3ccccn3)cn(CC(C)C)c(=O)c2cc1OC,?,-0.5%,10%,8%,4%,-4%,-2%,-1.6,i
COc1cc(/C=C2\SC(=S)N(NS(=O)(=O)c3ccccc3)C2=O)cc(OC)c1OC,-9%,2.3%,?,5%,-21%,6%,10%,0.1,i
CCN(CC(=O)NCc1cccs1)C(=O)CCc1c[nH]c2ccccc12,-1%,-0.3%,-5%,1%,-6%,-4%,-14%,-0.2,?

Among those listed so far, three contain a COOH group:
Molecule,Nrf2 block,Nrf2 ARE act,A549 viability,EPAC2 agonist,HepG2 tox,TGFb SMAD3 inh,ATXN2 expr inh,IL-2 act,ATXN viability
CC(C(=O)O)n1nnc2ccccc21 (configuration not stated),1%,-0.9%,3%,6%,0%,?,-1%,3.9,i
Cn1c(COc2ccc(C(=O)O)cc2)nc2ccccc21,2%,-0.2%,0%,-4%,-4%,-2%,.,2.0,.
Cc1ccc(N2C(=O)CC(Sc3ccccc3C(=O)O)C2=O)c([N+](=O)[O-])c1 (configuration not stated),4%,2.1%[9.22 µM],-2%,0%,6%,3%,-2%,-1.3,i

Further entries.
Molecule,Nrf2 block,Nrf2 ARE act,A549 viability,EPAC2 agonist,HepG2 tox,TGFb SMAD3 inh,ATXN2 expr inh,IL-2 act,ATXN viability
O=C(Nc1cccnc1)c1ccc(N2CCCC2)c([N+](=O)[O-])c1,?,3.4%,-7%,6%,-7%,4%,0%[11.3 µM],0.5,i
CCN(CC)S(=O)(=O)c1cccc(C(=O)OCc2cc(=O)n3nc(C)sc3n2)c1,6%,0.3%,7%,1%,-11%,1%,-10%,-3.0,i
Cc1ccsc1C(=O)Nc1nccs1,?,11%,3%,7%,-20%,-19%,5%,-0.4,i
CC1CCCCN1CCCNC(=O)C1CCCN(c2ncnc3c2nc2n3CCCCC2)C1 (configuration not stated),1%,-0.3%,-1%,-4%,0%,19%,3%,-2.2,i
O=C(COC(=O)c1cc(S(=O)(=O)N2CCCCC2)ccc1N1CCOCC1)NC1CCS(=O)(=O)C1 (configuration not stated),15%,0.2%,-1%,-3%,-4%,-1%,-9%,-0.2,i
CCc1ccc(-c2nc(CCl)cs2)cc1,?,5.0%,0%,15%,-15%,-4%,23%,-1.5,i

High-throughput results as filed in PubChem.
